From PubChem BioAssay
PTHR1 agonist – PTHR1 (human) receptor agonism. Potency, µM (doses to about 115 µM), for inactives: top-dose activation, actives largely listed as activators. HEK293 GP2 PTHR1 cells, GloSensor cAMP luminescence, 1 h. hit rate 0.075% among 410,000; note: potency is the fitted concentration of half-maximal effect; nearly all actives have a fitted effect of over 55% in size; some results filed as inactive show a strong effect at the top dose; inactives centre near -15; many of its hits are not listed in these tables
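HEK-293-derived GP2 cells expressing PTHR1 and a GloSensor cAMP reporter, 3,000/well, plated overnight, given luciferin plus IBMX (each 0.5 mM as added) for 1 h at 37 °C, then compound for 1 h at 37 °C. Luminescence was read after 15 min at room temperature.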
HEK293 tox – cytotoxicity in counter-screen for GLP-1R inverse agonists | HEK293 cAMP-luciferase reporter cells, luminescence, 24 h | Potency, µM (titrated, usually from 38.3 µM), for the others: top-dose activity change, negative = inhibition, usual class: inhibitors | hit rate 0.13% among 410,000 | AID 624418;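 note: loss of luciferase light is scored as toxicity; potency is the fitted concentration of half-maximal effect; % is set by controls: 0 for no effect and ±100 for the full control effect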
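A 23 nL compound transfer followed 12 hours of cell culture at 37 deg C; exposure then lasted 24 hr. Luciferase assay detection reagent was dispensed and plates read for luminescence after a 12 min room-temperature wait.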
GLP1R ag – activates the human GLP-1 receptor | HEK293 GLP-1R CRE-luciferase, luminescence, 4-6 h; cells express a hypersensitive GLP-1R form | Potency, µM (doses to about 45.6 µM), for inactives: top-dose activation, actives largely listed as activators | P43220 | hit rate 0.007% among 380,000; note: potency is the fitted concentration of half-maximal effect; % of control where 0% means no effect
Target sequence (P43220 whole entry, looked up): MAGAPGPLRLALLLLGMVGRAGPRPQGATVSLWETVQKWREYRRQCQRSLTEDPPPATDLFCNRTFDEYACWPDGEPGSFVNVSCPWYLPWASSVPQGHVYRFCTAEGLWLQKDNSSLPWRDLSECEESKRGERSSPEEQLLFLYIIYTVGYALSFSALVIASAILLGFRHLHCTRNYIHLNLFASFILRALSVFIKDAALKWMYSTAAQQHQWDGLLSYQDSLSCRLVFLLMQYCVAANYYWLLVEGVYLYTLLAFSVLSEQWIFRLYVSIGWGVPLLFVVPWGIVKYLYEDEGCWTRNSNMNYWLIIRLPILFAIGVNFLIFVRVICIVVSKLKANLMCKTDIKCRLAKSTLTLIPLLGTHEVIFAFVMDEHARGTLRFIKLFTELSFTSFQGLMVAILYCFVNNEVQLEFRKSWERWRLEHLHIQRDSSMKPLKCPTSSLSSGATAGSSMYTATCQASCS
TDP-43 yeast inh – inhibitors of TDP-43 toxicity in yeast | hit rate 1.8% among 410,000 | Potency, µM (top dose mostly 46.1 µM), for inactives: at the top dose growth rescue (activation), most hits filed as activators | AID 652104 | TDP-43 expressing yeast growth rescue, BacTiter-Glo, 24 h; note: potency is the fitted concentration of half-maximal effect; % of control where 0% means no effect; nearly all actives have a fitted effect of over 50% in size
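Yeast cells expressing TDP-43 under galactose induction are exposed to compounds for 24 hr at 30 deg C. BacTiter-Glo luminescence measures growth, so protective compounds score as activators.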
aSyn yeast inh – inhibitors of alpha-synuclein toxicity in yeast. Yeast expressing alpha-synuclein, growth rescue, BacTiter-Glo, 24 h. Potency, µM (top dose mostly 46.1 µM), inactives show at the highest dose growth rescue (activation), most hits filed as activators. hit rate 0.14% among 370,000. AID 652106; note: potency is the fitted concentration of half-maximal effect; % of control where 0% means no effect; nearly all actives have a fitted effect of over 65% in size
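Rescue of yeast growth: cells expressing toxic alpha-synuclein, induced in galactose at OD600 0.02, incubated with compound 24 h at 30 C. ATP luminescence quantified growth; inhibitors of toxicity appear as activators.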
DRD3 antagonist – D3 dopamine receptor (human) antagonism. D3R cells, DiscoveRx beta-arrestin luminescence, antagonist mode; stronger effect = lower value. hit rate 2.5% among 360,000. max response, negative = inhibition, %. AID 652054; in the data active = max response below about -50%; inconclusive = no clear call, values can overlap the other calls; note: % is set by controls: 0 for no effect and ±100 for the full control effect; mostly tested at two doses, the higher about 12 µM
Target sequence (P35462 whole entry, looked up): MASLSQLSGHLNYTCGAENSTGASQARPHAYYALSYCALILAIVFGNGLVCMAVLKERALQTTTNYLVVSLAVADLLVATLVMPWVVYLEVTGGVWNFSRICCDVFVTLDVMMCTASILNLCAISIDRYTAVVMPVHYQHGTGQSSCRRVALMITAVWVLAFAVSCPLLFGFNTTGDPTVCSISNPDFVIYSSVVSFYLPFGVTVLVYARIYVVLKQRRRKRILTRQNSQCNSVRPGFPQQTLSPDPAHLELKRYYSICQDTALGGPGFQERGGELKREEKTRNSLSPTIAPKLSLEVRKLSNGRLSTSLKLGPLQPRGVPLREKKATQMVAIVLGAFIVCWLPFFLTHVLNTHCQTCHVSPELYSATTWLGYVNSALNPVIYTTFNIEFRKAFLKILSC
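Cells expressing the human receptor were seeded at 1500 cells/well, incubated overnight at 37 degrees C in 5% CO2, then exposed to library compounds with dopamine controls for 90 minutes at 37 degrees C before luminescent detection.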
DRD3 agonist – D3 dopamine receptor (human) agonism | max activation, % | P35462 | hit rate 0.58% among 410,000 | D3R DiscoveRx beta-arrestin cells, luminescence, 90 min; in the data active = max activation above about 30%; note: 0% is about no effect; mostly tested at two doses, the higher about 12 µM
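Cells at 1500/well, incubated overnight, then treated with pinned compounds (dopamine as control) for 90 min at 37 degrees C. DiscoveRx reagent added for 30 - 60 minutes at room temperature; luminescence read.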
KB-V1 cytotox – kills drug-selected multidrug resistant KB-V1 cells; hit rate 3.4% among 400,000; Potency, µM (highest dose often 46.1 µM), without a hit: at the top dose activity change, negative = cytotoxicity, hits mostly cytotoxic; AID 1347076; KB-V1 MDR cells viability, CellTiter-Glo, 72 h; note: potency is the fitted concentration of half-maximal effect; % is set by controls: 0 for no effect and ±100 for the full control effect; nearly all actives have a fitted effect of over 60% in size
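Cells of the MDR subline KB-V1 are plated, dosed with compound at multiple concentrations, and incubated 72 h at 37 degrees C; CellTiter-Glo is then added and luminescence read after 10 min.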
GLP-1R inv ag – GLP-1 receptor (human) inverse agonism | AID 624417 | P43220 | Potency, µM (series often up to 38.3 µM), inactives show top-dose activity change, negative = inhibition, actives largely listed as inhibitors | HEK293 GLP-1R CRE-luciferase, luminescence, 24 h; GLP-1R form is constitutively active | hit rate 1.6% among 410,000; note: potency is the fitted concentration of half-maximal effect; % is set by controls: 0 for no effect and ±100 for the full control effect; nearly all actives have a fitted effect of over 55% in size
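Inverse agonists were sought by their lowering of basal cAMP reporter luciferase output in HEK293 cells stably carrying constitutively active human GLP-1R, after 24 h compound treatment.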
Active calls of the source: *; i = inactive; ? = inconclusive; . = not tested or not shown; & = joins results of further samples; [ ] = another dose, or the depositor's remark. Unless noted, calls come from the whole dose curve; as a rule, active = well fitted curve in the direction sought with a large enough effect; inconclusive = small, poorly fitted or top-dose-only effect, or another doubt; inactive = no such curve, though single readings can be large; an effect the other way counts as inactive or inconclusive. Only part of the results is shown. The share of hits here may be higher or lower than overall.

Sample of the layout (four entries):
Below each SMILES – PTHR1 agonist | HEK293 tox | GLP1R ag | TDP-43 yeast inh | aSyn yeast inh | DRD3 antagonist | DRD3 agonist | KB-V1 cytotox | GLP-1R inv ag
- O=C(NCc1ccccc1)C1CCN(S(=O)(=O)c2ccc3[nH]c(=O)ccc3c2)CC1
  i | 0% | 1% | 23% | -3% | . | 1 | ? | 23%
- CCC/C(O)=N\S(=O)(=O)c1ccc(N=NN(C)C)cc1
  i | -7% | 0% | -1% | 0% | 12 | 0 | 0% | -1%
- CCC(NC(=O)c1ccncc1)c1ccccc1 (stereo not drawn)
  i | -5% | 0% | -11% | -2% | -16 | -9 | -2% | 8%
- c1ccc(-c2onc3c2CCCC3)cc1
  -11%[57.5 µM] | -11% | -4% | 6% | 10% | 9 | -1 | 18% | -1%

Main list, from the first entry:
Below each SMILES – PTHR1 agonist | HEK293 tox | GLP1R ag | TDP-43 yeast inh | aSyn yeast inh | DRD3 antagonist | DRD3 agonist | KB-V1 cytotox | GLP-1R inv ag
- O=C(NCc1ccccc1)C1CCN(S(=O)(=O)c2ccc3[nH]c(=O)ccc3c2)CC1
  i | 0% | 1% | 23% | -3% | . | 1 | ? | 23%
- CCC/C(O)=N\S(=O)(=O)c1ccc(N=NN(C)C)cc1
  i | -7% | 0% | -1% | 0% | 12 | 0 | 0% | -1%
- CCC(NC(=O)c1ccncc1)c1ccccc1 (stereo not drawn)
  i | -5% | 0% | -11% | -2% | -16 | -9 | -2% | 8%
- c1ccc(-c2onc3c2CCCC3)cc1
  -11%[57.5 µM] | -11% | -4% | 6% | 10% | 9 | -1 | 18% | -1%
- CCOc1ncccc1C(=O)OCC(=O)Nc1cccc(C(C)=O)c1
  i | -19% | 16% | 5% | 2% | 2 | 13 | 2% | 0%
- C[C@H](CO)N1C[C@H](C)[C@@H](CN(C)C(=O)c2ccc(F)cc2)Oc2cc(Br)ccc2S1(=O)=O
  -6% | -20% | -5% | 7% | -2% | -95* | -4 | 11% | -19%
- O=C(Nc1ccc(N2CCOCC2)cc1)Nc1cnsn1
  ? | -16% | 0% | -12% | 2% | -7 | 2 | -11% | 35%[activator]
- CCOC(=O)Cn1c(C)[n+](CC(=O)c2ccccc2)c2ccccc21
  i | 0% | 0% | -19% | -2% | -9 | -7 | ? | 4%
- N=C(N)Sc1nc(N2CCCCC2)nc(N2CCCCC2)n1
  -23% | 10% | -17% | -1% | -1% | 0 | 4 | 0% | 0%
- O=C(Nc1ccc2c(c1)OCCO2)C1CC(c2ccc(F)cc2)=NO1 (stereo not drawn)
  i | -7% | 16% | 11% | 0% | 5 | 3 | 0% | -6%
- COc1cccc(-n2c(CNC(=O)OC(C)(C)C)n[nH]c2=S)c1
  i | 79%[activator] | -8% | -2% | 0% | -11 | -2 | 2% | 21%
- COc1ccccc1C=NN=C(N)C(N)=NN=Cc1ccccc1OC
  i | -15% | 1% | 11% | -7% | 17 | 2 | -5% | 3%
- COc1ccc(OC)c(NC(=O)c2cccc(Cn3cc(Br)c([N+](=O)[O-])n3)c2)c1
  i | 4% | 17% | 21% | 5% | 11 | 2 | 4.6µM* | -8%
- CC(=O)Nc1sc2c(c1C(c1ccccn1)N1CCN(C)CC1)CCCC2 (stereo not drawn)
  i | -10% | -3% | -12% | 3% | 2 | 4 | 14% | -16%
- O=C(c1c(Cl)cccc1Cl)N1CCCCCC1
  -2% | -8% | 0% | ? | 12% | ? | 4 | 16% | ?
- CCCCNC(=S)NCCN1CCCCC1
  i | 6% | -8% | -7% | -8% | -72* | -3 | 18% | -12%
- NS(=O)(=O)c1ccc(-n2nncc2C23CC4CC(CC(C4)C2)C3)cc1
  i | 6% | 4% | -8% | 0% | -16 | 1 | 7% | 10%
- Cc1nn(Cc2ccccc2)c(Cl)c1/C=C/C(=O)OC(C(=O)NC(N)=O)C(C)C (stereo not drawn)
  -8% | -14% | 4% | 20% | 7% | 4 | 5 | -26% | 11%
- COc1ccc(OC)c(NC(=O)CSc2nnc(C3CCCCC3)n2-c2ccccc2)c1
  i | 2% | 6% | 11% | -4% | -8 | -13 | ? | 4µM*
- Cc1ccc(CCNS(=O)(=O)c2ccc3c(c2)CCN3C(=O)CCC(=O)O)cc1
  -2% | -3% | . | -3% | . | . | 3 | 10% | 15%
- CC(C)(CNS(=O)(=O)c1ccc2ccccc2c1)N1CCOCC1
  i | -5% | 0% | -34%[inhibitor] | -3% | 12 | 1 | -11% | 2%
- O=C(CCCN1C(=O)/C(=C\c2cccs2)SC1=S)NNC(=O)c1cccnc1
  i | -28% | 17% | -23% | 6% | 2 | -5 | 0% | 21%
- Cc1cccc(-c2nc(CCNC(=O)COc3ccccc3)cs2)c1
  i | -5% | . | 35µM* | . | . | -1 | . | 13%
- CCCCOc1ccccc1/C=N/NC(=O)CC#N
  i | -4% | 8% | -3% | 7% | 2 | 1 | 23% | -5%
- COCCCNC(=O)CCC(=O)NNc1nc2ccccc2c2nc(-c3ccccc3)nn12
  -1% | -7%&-10% | 3% | 12%&13% | -5% | 8 | 7&4 | 22%&13% | -7%&10%
- Cc1c([N+](=O)[O-])cnc(Sc2ccccc2)c1[N+](=O)[O-]
  -35%[inhibitor] | ? | -4% | 22µM* | -24% | ? | -4 | 23% | ?
- O=C(O)c1ccc(Oc2nc3ccccc3s2)cc1
  -32% | -5% | -4% | 13µM* | ? | -13 | -2 | -3% | -16%
- O=C(CN1c2ccccc2S(=O)(=O)c2ccccc21)NCc1ccccc1
  -22% | 2% | 3% | -7% | -5% | -2 | -2 | -1% | ?
- O=C1Nc2cc(C(F)(F)F)ccc2N2CCCCC12 (stereo not drawn)
  -16% | 19% | 11% | ? | 6% | 3 | 8 | -5% | ?
- CCOC(=O)C1=CN(Cc2ccc(OC)cc2)C=C(C(=O)OCC)C1c1cccs1
  i | 50%[activator] | 7% | -19% | 11% | 66 | -2 | ? | -91%
- O=C(NCCO)c1ccc(Cl)c(Cl)c1
  -8%[57.5 µM] | -14% | -11% | -12% | -5% | 1 | -2 | 18% | 3%
- COc1cccc(CNc2nc3nc(C)c(Cl)c(C)n3n2)c1
  i | -1% | 28% | ? | 0% | 8 | -4 | -1% | 23%
- Oc1c(Cl)cc(Cl)c2c1NCCC2
  -15% | ? | -7% | ? | -58%[inhibitor] | -8 | 5 | ? | ?
- O=C(CN1C(=O)COc2ccc(S(=O)(=O)N3CCCC3)cc21)Nc1cccc(F)c1
  i | 1% | -3% | 2% | -8% | -3 | -13 | -10% | ?
- COc1ccc(S(=O)(=O)N2CCCC2CNC(=O)C(=O)NCc2ccc3c(c2)OCO3)cc1 (stereo not drawn)
  -11% | 2% | 16% | -8% | -2% | -6 | 2 | -22% | ?
- CC(=O)c1cc2c(cc1NC(=O)CCc1c(C)nc3ncnn3c1C)OCO2
  i | ? | -2% | 22% | 0% | 17 | -2 | ? | 22%
- CC1=C(C(=O)Nc2ccc(C)cc2C)C(c2ccc([N+](=O)[O-])cc2)n2ncc(C(=O)Nc3ccc(F)cc3)c2N1 (stereo not drawn)
  i | -10% | . | 25% | . | . | 4 | . | -18%
- Cc1ccc([N+](=O)[O-])cc1S(=O)(=O)NCc1cccnc1
  i | -1% | 2% | -22% | -3% | -20 | -2 | 5% | 0%
- O=C(NC1CCCC1)C1CCC(CNS(=O)(=O)c2cccs2)CC1 (stereo not drawn)
  i | -18% | -1% | 0% | 7% | 4 | 4 | -1% | 0%
- Cc1ccc(C)c(NC(=O)CN(C)S(=O)(=O)c2ccc3c(c2)CCC(=O)N3)c1
  -6% | 1% | . | 16% | . | . | -2 | 3% | 1%
- CSCCC(NS(=O)(=O)c1ccc(Cl)cc1)C(=O)OCc1cccc(Cl)c1 (stereo not drawn)
  -20% | -12% | -3% | -13% | ? | 5 | 1 | ? | ?
- COc1cccc(-n2nnc3c(=O)n(Cc4ccccc4Cl)cnc32)c1
  -17% | -15% | 17% | 17% | -5% | -19 | 2 | 18µM* | 14%
- Cc1c(C#N)c2ccccc2n1CCOc1ccccc1F
  i | -16% | 3% | 18% | 8% | 20 | 5 | -20% | ?
- CCn1c(=O)cc(SCC(=O)NCCc2ccc(OC)cc2OC)c2ccccc21
  -13% | 1% | 0% | 16% | . | . | -6 | -12% | 6%
- CCOc1ccc(S(=O)(=O)N(C)c2ccc(OCC(=O)OCc3c(C)noc3C)cc2)cc1
  i | -15% | 4% | 1% | 7% | -16 | -8 | 17% | 5%
- Cc1cccc(C(=O)Nc2cccc(C(=O)Nc3cc(C)ccn3)c2)c1
  -4% | -3% | -4% | 16% | 1% | -8 | 1 | -21% | 4%

Compound profiles (already shown).
Record of `Cc1cccc(C(=O)Nc2cccc(C(=O)Nc3cc(C)ccn3)c2)c1` = PTHR1 agonist: -4%; HEK293 tox: -3%; GLP1R ag: -4%; TDP-43 yeast inh: 16%; aSyn yeast inh: 1%; DRD3 antagonist: -8; DRD3 agonist: 1; KB-V1 cytotox: -21%; GLP-1R inv ag: 4%
Record of `COc1cccc(-n2nnc3c(=O)n(Cc4ccccc4Cl)cnc32)c1` = PTHR1 agonist: -17%; HEK293 tox: -15%; GLP1R ag: 17%; TDP-43 yeast inh: 17%; aSyn yeast inh: -5%; DRD3 antagonist: -19; DRD3 agonist: 2; KB-V1 cytotox: 18µM*; GLP-1R inv ag: 14%
